Source: PubChem (Sanford-Burnham Center for Chemical Genomics)
H9c2 TAG inh: inhibitors of triacylglycerol accumulation. H9c2 cells, Nile Red lipid (TAG) fluorescence; cells loaded with 200 µM oleic acid. inhibition, % at 12.5 µM. actives 0.66% (n = 230,000);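 active means pattern-corrected inhibition of lipid staining of at least 50% with the nuclear-stain viability signal not falling by more than 50%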;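 further: 0% = DMSO wells and 100% = triacsin C control wells; some results filed as inactive read as strong as hits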
H9c2 TAG inh DAPI viability: also measured in H9c2 TAG inh; calls as there; DAPI nuclei signal change (viability), lower = more cytotoxic, %;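 whole-well DAPI fluorescence read on a plate reader as a viability signal; minus 50 percent equals half of cells still viable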
* hit, by the source's call.

No.	SMILES	H9c2 TAG inh	H9c2 TAG inh DAPI viability
1	COC(=O)C1N[C@@H]([C@@H](NC(=O)COc2ccccc2)C(=O)NC2CC2)SC1(C)C (stereo not given in full)	-1	1
2	CCc1nc2c(OCCn3cccc3)cccn2c1N(C=O)Cc1ccccc1	8	-1
3	O=C(CCC(=O)c1cccs1)NCc1cccc(Cl)c1	8	-6
4	CC(C)(C)OC(=O)N[C@@H](Cc1ccccc1)C(=O)N[C@@H](CO)[C@H](O)[C@@H]1C[C@@H]1C(=O)N1CCCC1	-64	6
5	CNc1ncnc2c1ncn2[C@@H]1O[C@H](CO)[C@@H](O)[C@H]1O	-14	2
6	Nc1nc(SCC(=O)N2CCCCCC2)[nH]c(=O)c1NC(=O)c1ccco1	-20	1
7	CCOC(=O)c1sc(NC(=O)C(C)Sc2nc(N)cc(=O)[nH]2)nc1C (stereo not given)	-13	7
8	CN(C)S(=O)(=O)c1cc(NC(=O)COC(=O)Cc2ccc(Cl)cc2Cl)ccc1Cl	-5	5
9	Cc1c(O)ccc2c(CN(C)Cc3ccccc3)cc(=O)oc12	-14	10
10	Cc1nn(-c2ccc(F)cc2F)c(=O)c2noc(C)c12	0	-1
11	CC(=O)Nc1ccc(NC(=O)CSc2nc3nc(-c4cccs4)cc(C(F)(F)F)c3c(=O)[nH]2)cc1	7	0
12	Fc1ccc(-n2c(=S)[nH]c3cccnc32)cc1	-3	3
13	COc1ccc(/C=C/C(=O)Nc2cc(S(=O)(=O)N3CCOCC3)ccc2OC)cc1	15	-2
14	COC(=O)C1=C(C)NC(=O)/C1=C\c1cc(C)n(-c2cc(C)cc(C)c2)c1C	4	-16
15	COc1ccc(/C=C/C(=O)N(C)C2CCCCC2)cc1Br	-6	-8
16	C=CCNC(=O)C12CCC(C)(C(=O)[C@H]1Br)C2(C)C (stereo not given in full)	-5	-2

Grouped by structure, the compounds so far with a Cl atom.
No.	SMILES	H9c2 TAG inh	H9c2 TAG inh DAPI viability
3	O=C(CCC(=O)c1cccs1)NCc1cccc(Cl)c1	8	-6
8	CN(C)S(=O)(=O)c1cc(NC(=O)COC(=O)Cc2ccc(Cl)cc2Cl)ccc1Cl	-5	5

Next section.
No.	SMILES	H9c2 TAG inh	H9c2 TAG inh DAPI viability
17	O=C(c1ccc(Cl)nc1)N1CCN(C/C=C/c2ccccc2)CC1	0	3
18	Nc1nonc1-n1nnc(C(=O)N/N=C/c2ccccc2Cl)c1CSc1ccccc1	-2	8
19	O=C(Nc1nnc(C2=COCCO2)o1)c1cccc(Br)c1	-19	2
20	CC[C@H](C)[C@@H]1NC(=O)c2cc([N+](=O)[O-])cc(F)c2NCCCC[C@@H](C(N)=O)NC(=O)[C@H](CCCCN)NC1=O	-12	3
21	C/C(=C\c1ccccc1)C(=O)Nc1nccs1	7	-10
22	O=C(N/N=C/c1coc2ccccc2c1=O)c1ccc(Cl)cc1	-7	10
23	C[C@@]12C(=O)N(c3cccc(Cl)c3)C(=O)N1[C@@H]1c3ccccc3OC[C@@H]1[C@H]2c1ccccc1	-13	-3
24	O=C(Nc1cc2c3c(c1)CC(=O)N3CCC2)c1ccccc1C(F)(F)F	37	-1
25	Cc1c(C=O)c2ccccn2c1C(=O)c1ccccc1	1	-2
26	C[C@H]1CN(CCc2ccccc2)C(=O)[C@@H]1CC(=O)Nc1ccc(Br)cc1	-8	-12
27	Cc1ccc(-n2c(Cc3ccccc3)n[nH]c2=S)c(C)c1	7	0
28	CC(C)C(NC(=O)c1ccccc1)C(=O)NC1CCCc2ccccc21 (stereo not given)	10	0
29	COC(=O)c1ccc(C2Nc3ccccc3NC3=C2C(=O)CC(C)(C)C3)cc1 (stereo not given)	2	-3
30	Cc1ccc(NC(=S)N(CCCN(C)C)Cc2cc3cc4c(cc3[nH]c2=O)OCO4)c(C)c1	-4	24
31	O=C1C2CCCCC2C(=O)N1c1ccc(NC2CCN(Cc3ccccc3)CC2)c([N+](=O)[O-])c1 (stereo not given)	-1	7
32	CCOC(=O)C1=C(COC(=O)/C=C/c2ccc(F)cc2)NC(=O)NC1C (stereo not given)	19	15
33	O=C(O)c1nc(-c2ccccc2)n(-c2ccccc2)n1	5	11
34	Cc1cc(-c2nn(-c3ccccc3F)cc2CN2CCCC(C(N)=O)C2)c(C)s1 (stereo not given)	-1	1
35	O=C(NCCN1C(=O)C2C3C=CC(C3)C2C1=O)N1CCOCC1 (stereo not given)	-2	-9
36	C=CCC[C@@H](Cc1ccc(F)cc1)C(=O)OCCNC(=O)[C@@H](CC=C)CC(=O)N(CCO)Cc1ccccc1	26	-1
37	O=C(COc1ccc(-c2ccccc2)cc1)N1CCCC1	0	0
38	Nc1nc2c(s1)C(=O)CCC2	12	-7
39	COc1ccc(CC(=O)NCC(=O)N/N=C/c2ccc(C)o2)cc1	3	-4
40	CC1CCN(c2c(NCc3ccc(C(=O)N(C)C4CCCCC4)cc3)c(=O)c2=O)CC1	3	-2
41	O=C(/C=C/c1ccc2ccccc2n1)N1CCN(S(=O)(=O)c2ccccc2F)CC1	-6	-4
42	CC(=O)C(Sc1ccc2nnc(-c3ccc(C)cc3)n2n1)C(C)=O	7	1
43	CCCN(CC(=O)Nc1ccccc1OC)C(=O)CSC(=S)N1CCCC1	-38	4
44	CC(C)N1C(=O)C2C(C(=O)NC3CCCCC3)C3C=CC2(O3)C1C(=O)NC1CCCC1 (stereo not given)	11	-2
45	Cc1cc(Br)ccc1NC(=O)CCCOc1cc(=O)n(C)c2ccccc12	1	5
46	CCCCN1CCN=C1N(C)C	7	-4
47	O=C(O)c1c(N2CCCCC2)ccc([N+](=O)[O-])c1N1CCCCC1	4	0
48	N#Cc1cnc(SCC(=O)N2CCCC2)nc1N	5	0
49	COc1cccc(OCC(=O)NCC2CCCO2)c1 (stereo not given)	-9	-9
50	Cc1ccsc1/C=N/N1CCOCC1	-5	2
51	CCSc1nc(-c2ccc(OC)cc2)n(-c2nc3ccccc3s2)n1	2	14
52	O=Cc1ccc2noc(-c3ccc(F)cc3)c2c1	10	4
53	COc1cc(Cl)c(C)cc1NC(=O)c1ccccc1NC(=O)CN1CCN(C(C)=O)CC1	-13	7
54	CCOC(=O)Nc1ccc(S(=O)(=O)N2CCC(C)CC2)cc1	-8	-10
55	CC(SC(C)C(=O)NN=Cc1cccc(Cl)c1)C(=O)NN=Cc1cccc(Cl)c1 (stereo not given)	3	-1
56	Cc1cnc(C(=O)Nc2nnc(C(C)C)s2)cn1	0	-9
57	O=C(CN1CCCCC1)N=Nc1c(O)[nH]c2ccccc12	-6	-23
58	Cc1cccc(-n2ncc3c(NC4CCCCC4)ncnc32)c1	-6	5
59	CC(C)C(=O)N=C1SC2CS(=O)(=O)CC2N1Cc1ccccc1 (stereo not given)	17	-7
60	CC(C)C[C@H](NC(=O)c1nc[nH]c1C(=O)N[C@@H](CCCCNC(=O)OC(C)(C)C)C(=O)OC(C)(C)C)C(=O)OC(C)(C)C	22	-10
61	COc1ccccc1/C=C/C=N/NC(=O)c1cnccn1	-2	2
62	C/C(CC(=O)Nc1ccc(OCc2ccccc2)cc1)=N\NC(=O)C(=O)Nc1ccccc1C	-23	12
63	N#Cc1ccc(NC(=O)COC(=O)CCNS(=O)(=O)c2ccccc2)cc1	-15	5
64	O=C(NC(c1ccc(-c2ccccc2)cc1)c1cnccn1)C1CCN(Cc2ccc3c(c2)OCO3)CC1 (stereo not given)	-13	6
65	Cc1ccc(C(C(=O)NC2CCCC2)N(Cc2cccs2)C(=O)c2csnn2)o1 (stereo not given)	-33	7
66	CC(=O)Nc1cccc(-n2nnc(SCC(N)=O)n2)c1	-3	2
67	COc1cccc(CNc2nc3cc(-c4ccccc4C)sc3c(=O)n2C)c1	13	-4
68	Clc1ccc(CSc2nccn2Cc2ccccc2)cc1	14	-4
69	COc1ccc(NC(=O)CSCC(=O)NCc2ccco2)cc1	6	0
70	COc1ccc(S(=O)(=O)N2CCCCC2)cc1NCC(=O)Nc1ccc(C)cc1	1	2
71	CC(=O)c1cccc(-n2nnnc2SCC(=O)Nc2cccc(NC(=O)c3ccco3)c2)c1	28	7
72	CS(=O)(=O)c1ccc2nc(NC(=O)CN3C(=O)C4CC=CCC4C3=O)sc2c1 (stereo not given)	12	-5

(more compounds)
No.	SMILES	H9c2 TAG inh	H9c2 TAG inh DAPI viability
73	O=C(Nc1ccc2c(c1)OCO2)C(c1ccccc1)N1CCN(C(=O)c2ccco2)CC1 (stereo not given)	-19	-1
74	CSc1cccc(NC(=S)N2CCC(N(C)C3CCCCC3)CC2)c1	-8	12
75	CC1CN(C(=S)NC2CCCC2)CC(C)O1 (stereo not given)	2	6
76	Cc1ccc(NC(=S)N(CCCN2CCOCC2)Cc2ccco2)cc1	5	4
77	COC(=O)c1ccc(NC(=O)CSc2nnc(COc3c(C)cccc3C)o2)cc1	0	7
78	N#C/C(=C\c1ccncc1)C(N)=O	-7	2
79	Cc1ccc(/C=C(\NC(=O)c2ccccc2)C(=O)NC(Cc2ccccc2)C(=O)O)cc1 (stereo not given)	-8	13
80	CCCCN(C=O)c1c(CC)nc2c(OCc3ccccc3C)cccn12	-5	-10

Rewritten field by field: entries from further up
(78) N#C/C(=C\c1ccncc1)C(N)=O
  H9c2 TAG inh: -7
  H9c2 TAG inh DAPI viability: 2

(79) Cc1ccc(/C=C(\NC(=O)c2ccccc2)C(=O)NC(Cc2ccccc2)C(=O)O)cc1 (stereo not given)
  H9c2 TAG inh: -8
  H9c2 TAG inh DAPI viability: 13

(73) O=C(Nc1ccc2c(c1)OCO2)C(c1ccccc1)N1CCN(C(=O)c2ccco2)CC1 (stereo not given)
  H9c2 TAG inh: -19
  H9c2 TAG inh DAPI viability: -1

(76) Cc1ccc(NC(=S)N(CCCN2CCOCC2)Cc2ccco2)cc1
  H9c2 TAG inh: 5
  H9c2 TAG inh DAPI viability: 4

(next part)
No.	SMILES	H9c2 TAG inh	H9c2 TAG inh DAPI viability
81	CC1CCN(c2nc3ccc(C(=O)NCCCN4CCCCC4C)cc3s2)CC1 (stereo not given)	12	-6
82	COc1ccc(CC(=O)OCn2nnc3ccccc3c2=O)cc1OC	4	3
83	CNNC(=S)NC1CC2CC1C1C=CCC21 (stereo not given)	2	4
84	COc1cc(C(=O)Nc2cccc(C)n2)ccc1OCC(=O)N1CCOCC1	23	5
85	COc1ccc(NC(=O)CN2CCN(S(=O)(=O)c3ccc(C(C)C)cc3)CC2)cc1OC	-13	-7
86	Cc1nn(CC(=O)OCC(=O)Nc2ccccc2[N+](=O)[O-])c(C)c1[N+](=O)[O-]	8	-5
87	CCOc1ccc(C(=O)Nc2nnc(SCC(=O)NCC3CCCO3)s2)cc1OCC (stereo not given)	10	-1
88	OCCCNc1ncnc2c1[nH]c1ccccc12	7	4
89	CN(C)S(=O)(=O)c1cccc(NC(=O)CCCC2CCCCC2)c1	0	3
90	CCOC(=O)n1c(=O)n(C)c2ccc(Cl)cc21	13	-15
91	CCOC(=O)c1c(NC(=O)CN2CCCCC2)sc(C)c1C	2	1
92	COc1cccc(C(NC(C)=O)c2nc(-c3cccc(C(=O)O)c3)cs2)c1 (stereo not given)	-5	9
93	CC(=O)Nc1ccc(NC(=O)CCn2nnc3ccccc32)cc1	7	10
94	Cc1cc(C)n(CC(O)COc2ccc3ccccc3c2)n1 (stereo not given)	-7	4
95	O=[N+]([O-])/C(C(=C(Cl)Cl)N1CCOCC1)=C1\NCCO1	-10	-1
96	O=c1cccc2n1Cc1cc3ccccc3nc1-2	12	-14
97	COC(=O)c1ccc(CSc2nc3c(c(=O)n2-c2ccccc2)SCC3)o1	10	2
98	COC(=O)c1c(NC(=O)c2cnccn2)sc2c1CCC2	6	8
99	O=C(NCCCn1ccnc1)c1ccc(Br)s1	-1	6
100	N#CC1(NC(=O)COC(=O)c2cc([N+](=O)[O-])ccc2N2CCOCC2)CCCCC1	2	-7
101	Cn1cccc1Cc1nnc(SCC(=O)NCCc2ccccc2)n1C	-8	12
102	CC(C)Cn1c(N)c(C(=O)COC(=O)C2CCCN2C(=O)c2cccs2)c(=O)n(C)c1=O (stereo not given)	-26	1
103	Cc1ccccc1CNC(=O)C(=O)NCC1CCCN1S(=O)(=O)c1ccccc1 (stereo not given)	16	-4
104	COC(=O)[C@@H]1C[C@H]2CC[C@H](O)C[C@H]2N1Cc1ccc(C(F)(F)F)cc1	-20	1
105	CN(C)C(=O)Nc1cnc2ccccc2c1	9	-9
106	CC(=O)Nc1cccc(-c2ccnc3c2CC(C)(C(=O)Nc2ccc(Cl)cc2)O3)c1 (stereo not given)	68	-59
107	CC(=O)c1c(C)[nH]c(C(=O)N2CCN(S(=O)(=O)c3ccc(F)c(F)c3)CC2)c1C	3	-2
108	Cn1c(=O)n(C)c2cc(S(=O)(=O)NCc3ccco3)ccc21	4	10
109	COc1ccc(OC)c(NC(=O)CCNS(=O)(=O)c2ccc3c(c2)c(=O)n(C)c(=O)n3C)c1	15	-5
110	Cc1noc(C)c1C(=O)OC(C)C(=O)N1CCc2ccccc21 (stereo not given)	-19	2
111	CCN(CC)c1ccc(NC(=S)NCC2CCCO2)cc1 (stereo not given)	-14	-5
112	C/C(=N/NC(=O)C1CCCN1C(=O)c1ccc([N+](=O)[O-])cc1)c1ccc(Br)cc1 (stereo not given)	4	-3
113	CCOc1cc(NC(=S)Nc2ccc(Cl)cc2)c(OCC)cc1NC(C)=O	9	-1
114	COc1ccc(Cl)cc1NC(=O)C(=O)NCc1ccncc1	-17	-3
115	CSCCNCc1c(C(=O)N2CCOCC2)nc2c(C)cccn12	0	1
116	O=C(c1ccc(Br)o1)N1CCN=C1SCc1cccnc1	8	10
117	O=C1CN(C(=O)COc2c(Cl)cccc2Cl)c2ccccc2N1	9	-9
118	Cc1nn(C)cc1C(C)Nc1nc2nonc2nc1N1CCCCC1 (stereo not given)	2	12
119	CN1CCC(NC(=O)Nc2ccc(Br)cc2)CC1	13	-4
120	Cc1ccc2nc(NC(=O)CCCc3nc4ccccc4s3)sc2c1	6	-10
121	CC1CCN(c2ccc([N+](=O)[O-])cc2C(N)=O)CC1	-61	-10

The list is partial, so the mix of outcomes need not match the whole.
